# Assay outcomes deposited in PubChem BioAssay by several laboratories.
# Efflux pump mplx: antifungal efflux pump inhibition, Nile Red retention. S. cerevisiae Candida pump triplex. inhibition, % at 10 µM. hit rate 0.44% among 330,000. AID 485275;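 active = plate passing quality check with inhibition over a set limit, or well fluorescence over plate mean plus 4 SD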;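 note: Nile Red retained in pooled yeast measured as flow cytometry median fluorescence; 0% = buffer negative control and 100% = Enniatin B positive control; higher means more Nile Red kept so more efflux inhibition; some compounds called inactive have numbers as strong as hits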
# AHR act: human AHR activation. hit rate 2.5% among 320,000. activation, % at 5 µM. AID 2796. P35869. AHR-responsive luciferase reporter cells, luminescence; in the data active = activation above about 47%;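 note: 0% = vehicle wells and 100% = reference agonist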
# Target sequence (P35869 whole entry, looked up): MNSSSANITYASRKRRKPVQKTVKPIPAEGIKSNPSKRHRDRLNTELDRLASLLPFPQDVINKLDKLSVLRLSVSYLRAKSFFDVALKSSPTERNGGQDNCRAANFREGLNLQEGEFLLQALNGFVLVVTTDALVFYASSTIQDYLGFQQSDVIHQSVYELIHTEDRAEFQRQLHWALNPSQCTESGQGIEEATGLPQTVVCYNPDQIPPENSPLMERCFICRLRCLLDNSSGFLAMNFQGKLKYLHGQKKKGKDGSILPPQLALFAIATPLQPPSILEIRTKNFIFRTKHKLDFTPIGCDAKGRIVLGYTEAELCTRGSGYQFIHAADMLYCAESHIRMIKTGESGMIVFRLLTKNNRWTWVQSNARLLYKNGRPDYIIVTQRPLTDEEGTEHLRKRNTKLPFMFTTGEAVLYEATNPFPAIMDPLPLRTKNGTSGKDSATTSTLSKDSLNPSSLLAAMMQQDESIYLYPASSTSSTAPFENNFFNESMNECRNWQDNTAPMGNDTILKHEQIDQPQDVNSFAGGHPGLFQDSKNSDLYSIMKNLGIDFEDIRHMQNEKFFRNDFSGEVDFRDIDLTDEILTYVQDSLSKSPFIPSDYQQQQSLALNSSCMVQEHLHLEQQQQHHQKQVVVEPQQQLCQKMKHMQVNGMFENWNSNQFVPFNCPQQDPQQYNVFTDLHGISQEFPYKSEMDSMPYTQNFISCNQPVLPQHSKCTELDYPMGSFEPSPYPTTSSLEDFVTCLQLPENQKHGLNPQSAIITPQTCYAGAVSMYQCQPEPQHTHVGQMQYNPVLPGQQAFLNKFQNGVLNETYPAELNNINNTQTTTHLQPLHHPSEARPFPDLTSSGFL
# LAP4-GFP MLPCN: alters LAP4-GFP fluorescence in TOR pathway yeast screen; hit rate 0.34% among 320,000; AID 2023; S. cerevisiae LAP4-GFP multiplex, flow cytometry GFP, 3 h; median GFP as percent of DMSO wells; GFP response vs DMSO, % at 10 µM;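 active = GFP response vs DMSO above a set limit, about the screen mean plus 3 SD, cut at about 150% in these data; inconclusive = under 70 cell events counted for the yeast strain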
# CIT2-GFP yeast: modulators of TOR pathway CIT2-GFP in S. cerevisiae; AID 2029; S. cerevisiae CIT2-GFP strain, flow cytometry, 3 h; 100 means same as DMSO wells; hit rate 0.065% among 320,000; GFP response vs DMSO, % at 10 µM;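 active = GFP response relative to DMSO above a set limit, near the screen mean plus 3 SD, cut at about 150% in these data; inconclusive = Fewer than 70 cells measured for a yeast strain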;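 note: ratio of well median GFP fluorescence to mean of DMSO wells on the plate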
# AGP1-GFP MLPCN: alters AGP1-GFP fluorescence in TOR pathway yeast screen | S. cerevisiae AGP1-GFP multiplex flow cytometry, 3 h; GFP as percent of DMSO wells | GFP response vs DMSO, % at 10 µM | hit rate 0.02% among 320,000;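 active = GFP response relative to DMSO above a set limit, near screen average plus 3 SD, cut at about 150% in these data; inconclusive = fewer than 70 cells counted for the yeast strain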;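 note: median GFP channel fluorescence of the gated AGP1 strain per well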
# RPL19A-GFP yeast: yeast TOR pathway RPL19A-GFP modulation. S. cerevisiae RPL19A-GFP strain, flow cytometry, 3 h; active compounds read low. percent response vs DMSO, % at 10 µM. hit rate 0.3% among 330,000. AID 2025;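 active = percent response vs DMSO below 50%; inconclusive = fewer than 70 events counted for the yeast strain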;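 note: median channel GFP fluorescence of the barcoded RPL19A-GFP strain; ratio of sample median GFP to plate DMSO average so 100% = DMSO; lower means less RPL19A-GFP as with rapamycin TOR inhibition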
# MEP2 TOR yeast: alters MEP2-GFP fluorescence in TOR pathway yeast screen | S. cerevisiae MEP2-GFP strain, flow cytometry GFP, 3 h; 100% = DMSO control level | GFP response vs DMSO, % at 10 µM | hit rate 0.51% among 330,000 | AID 2016;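 active = GFP response versus DMSO above a set limit, roughly screen mean plus 3 SD, cut at about 180% in these data; inconclusive = fewer than 70 cells counted for a yeast strain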;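 note: median GFP fluorescence of the barcode-gated MEP2-GFP cells per well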
# Yeast superoxide: lowers age-related superoxide in aged yeast cells. S. cerevisiae aged cells, superoxide DHE fluorescence; active compounds read low. AID 2690. hit rate 0.18% among 330,000. superoxide response (% of plate mean), % at 10 µM;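 active = superoxide response under a set limit, about three screen SD below normal, cut at about 65% in these data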;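 note: yeast aged for seven days with compound at 30 °C before DHE staining; 100% = average MFI of all compound-treated wells on the plate with controls excluded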
# Active calls of the source: *; ? = inconclusive; · = no result given.
canonical_smiles	Efflux pump mplx	AHR act	LAP4-GFP MLPCN	CIT2-GFP yeast	AGP1-GFP MLPCN	RPL19A-GFP yeast	MEP2 TOR yeast	Yeast superoxide
CCc1cccc2c(=O)c(C(=O)N3CCCCCC3)c[nH]c12	0.2	0	100	94	105	98	92	96
COC(=O)c1c(F)c(F)c(NCCO)c(F)c1F	0.0	0	110	114	106	106	107	90
CCN(CC(=O)Nc1c(F)cccc1F)C(=O)C1CC(=O)N(c2ccc3c(c2)OCCO3)C1 (stereo not drawn)	-0.1	-2	97	101	114	99	100	100
CN(c1ccccc1)S(=O)(=O)c1cccc(C(=O)Nc2ccc3c(c2)CCC3)c1	-0.1	14	100	102	108	104	105	93
CCc1ncc(/C=C2\C(=O)Nc3ccccc32)[nH]1	-0.1	1	104	92	92	105	105	102
COc1ccc(NC(=O)CCNS(=O)(=O)c2ccc(Br)s2)cc1	0.1	0	102	94	99	100	104	109
COc1cc2c(C#CCCCO)c(-c3ccc(C#N)cc3)oc(=O)c2cc1OC	0.0	8	96	93	93	89	90	88
CCC(Oc1ccc(Cl)cc1)C(=O)N1CC(=O)Nc2ccccc21 (stereo not drawn)	0.0	12	106	96	103	106	108	100
COc1cc(/C=C2/C(=O)NN(c3cccc(F)c3)C2=O)ccc1OC(=O)c1ccco1	-0.5	9	90	102	95	102	103	99
Cc1nc2ccccc2c(=O)n1/N=C/c1c(O)ccc2oc3c(c12)CCCC3	0.3	0	104	100	99	101	116	99
CC1(C)CC(=O)C2=C(C1)OC(N)=C(C#N)C21CCN(C(=O)OCc2ccccc2)CC1	0.2	0	102	101	102	101	102	106
Cc1ccc(Nc2nnc(C)c3ccccc23)c(C)c1	-0.1	-5	96	89	97	97	75	94
O=C(NC(Cc1ccccc1)C(=O)N1CCCCCC1)c1ccccc1 (stereo not drawn)	0.1	·	89	87	96	109	105	85
Cc1noc(C)c1S(=O)(=O)N(CC(=O)Nc1ccc2c(c1)OCO2)c1ccc(C(C)C)cc1	0.0	80*	92	105	98	98	96	107
Nc1c(Cl)c(Cl)nc(C(=O)OCC(=O)NC2CCCCC2)c1Cl	-0.2	29	105	110	99	103	106	112
COC(=O)[C@H](C)NC(=O)Nc1ccccc1F	-0.1	-1	?	?	?	?	?	127
COc1ccccc1NCCC#N	-0.2	2	92	101	102	98	99	86
CCOc1cc(/C=C2\SC(N3CCCCC3)=NC2=O)ccc1O	0.2	5	94	114	100	107	106	106
O=C1c2ccccc2C(O)(Cc2ccccc2)N1CCCN1CCOCC1 (stereo not drawn)	-0.1	2	100	103	106	97	106	89
COc1ccc(S(=O)(=O)NCCc2cn3cccc(C)c3n2)cc1OC	0.0	0	105	93	95	99	98	105
Cc1cc(NC(=O)CCC(=O)N(c2cccnc2)C(C(=O)NC2CCCC2)c2ccccc2F)no1 (stereo not drawn)	0.0	-1	106	98	108	102	119	94
O=C(CN1C(=O)C2C3C=CC(C3)C2C1=O)Nc1nc(-c2ccccn2)cs1 (stereo not drawn)	-0.1	10	107	96	104	100	103	95
O=C1N[C@@H](Cc2cn(S(=O)(=O)c3c(F)c(F)c(F)c(F)c3F)c3ccccc23)C(=O)N[C@H]1Cc1ccccc1	0.2	2	108	95	93	100	96	99
CCOc1ccc(C(c2nnnn2C(C)(C)C)N2CCN(C(=O)c3ccco3)CC2)cc1 (stereo not drawn)	-0.1	-1	96	101	97	101	115	90
Cn1c(-c2ccc(C(=O)c3ccccc3)s2)nc2ccccc21	0.0	-15	·	90	87	95	89	100
CCCCc1ccc(NC(=O)CN(C)CC(=O)Nc2ccccc2Cl)cc1	1.4	1	102	97	94	101	115	103
Cc1cccc(OCc2n[nH]c(=S)n2C2CCCCC2)c1	0.0	0	106	96	106	102	103	118
O=C1CCCC2=C1C(c1ccc(O)c(O)c1)Nc1ccc3ncccc3c12 (stereo not drawn)	0.2	2	91	89	101	100	102	104
COc1ccccc1/C=C/C=N/Nc1cccc(C(=O)O)c1	0.1	1	116	98	83	95	106	88
CCCCNC(=O)c1cc2c(=O)n(CC)c3ccccc3c2s1	0.0	-1	98	101	100	98	90	101
CCOc1ccccc1Oc1coc2cc(OC)ccc2c1=O	0.0	3	85	·	96	98	91	86
O=C(Cc1ccc(S(=O)(=O)N2CCOCC2)s1)Nc1ccc(N2CCOCC2)cc1	-0.1	3	91	86	98	94	96	92
COc1ccc(NC(=O)CSc2nnc(C)n2N)cc1S(=O)(=O)N1CCCCC1	0.3	0	99	104	100	95	101	101
COCCCNC1=C(Cl)C(=O)c2ccccc2C1=O	-0.1	4	96	85	81	103	92	147
Cc1ccc(-c2nnn(CC(=O)N(c3cccc(O)c3)C(C(=O)NC(C)(C)C)c3cccs3)n2)o1 (stereo not drawn)	0.6	-1	95	95	98	·	100	100
O=C1N[C@@H](Cc2ccccc2)C(=O)N2[C@H]3Nc4ccccc4[C@@]3([C@]34C[C@H]5C(=O)N[C@@H](Cc6ccccc6)C(=O)N5[C@H]3Nc3ccccc34)C[C@@H]12	-0.1	2	91	99	103	99	98	95
O=C(Cc1ccccn1)c1ccc(O)cc1O	-0.1	5	92	107	100	110	104	83
COc1ccc2sc(-c3ccccc3OC)c(C#CC(C)(C)O)c2c1	0.2	26	97	94	97	95	82	87
COc1ccc(C(CC(=O)Nc2ccc(C)cc2)NC(=O)C(F)(F)F)cc1 (stereo not drawn)	-0.3	1	92	104	93	101	102	90
CCOc1ccc(NS(=O)(=O)c2ccc(OCC(=O)N3CCCC3)cc2)cc1	0.0	-1	98	113	105	101	110	94
O=C(NCC1CCCO1)c1ccc2c(c1)ncn2-c1cccc(F)c1 (stereo not drawn)	-0.3	7	106	110	106	105	108	91
O=C(O)Cc1csc(-c2ccc(F)cc2)n1	0.0	1	96	101	102	103	99	96
CCN(CC)C(=O)C1CCN(S(=O)(=O)c2ccc3oc4ccccc4c3c2)CC1	0.1	2	96	90	99	101	102	114
Cc1c(C)n(C(=O)CN2CCN(c3ccccc3)CC2)c2ccccc12	-0.1	-3	101	94	98	94	100	94
CCN(CC)c1ccc(/C=C2\C(=N)N3N=C(CC(=O)N4CCOCC4)SC3=NC2=O)cc1	0.0	1	102	101	94	98	108	92
CN(C)c1nc(N/N=C\c2ccc(Cl)c([N+](=O)[O-])c2)nc(Nc2ccc(F)cc2)n1	-0.1	9	120	99	93	93	99	95
Cn1cnc2c1c(=O)n(Cc1ccccc1)c(=O)n2C	0.1	3	96	93	96	99	98	109
CCCCc1nc2ccccc2n1Cc1nnc2n1-c1ccccc1SC2	-0.1	-1	80	87	89	82	89	102
CN(C)c1ccc(NC(=O)Cn2cc3c(n2)CCCC3)cc1	-0.2	40	103	101	102	101	98	96
CCC(C)NC(=O)Cn1c(=O)n(-c2ccccc2)c(=O)c2ccc(C(=O)NCc3ccco3)cc21 (stereo not drawn)	0.5	0	109	106	106	104	105	97
COc1ccc(-n2c(SCC(=O)Nc3cc(C)on3)nc3ccccc3c2=O)cc1Cl	0.1	2	108	105	99	94	118	96
COc1ccc(/C=N/NC(=O)CNC(=O)c2cccs2)cc1	0.6	8	87	96	91	101	100	112
CCN(C[C@H]1N[C@@](C)(C(=O)OC)[C@H]2C(=O)N(Cc3ccccc3)C(=O)[C@@H]12)S(=O)(=O)c1ccc(C)cc1	0.1	-1	114	100	107	102	103	115
COC(=O)CCC(=O)Nc1nnc(C(F)(F)F)s1	0.0	6	96	103	107	98	107	110
O=C(NC1CCCCC1)C(c1ccc(F)cc1)N(Cc1ccco1)C(=O)CN1C(=O)c2ccccc2S1(=O)=O (stereo not drawn)	-0.4	0	106	113	112	110	110	122
CCOc1ccc(N=c2oc3cc(O)ccc3cc2C(=O)NCC2CCCO2)cc1 (stereo not drawn)	-0.1	-1	103	100	107	99	100	86
COc1cc(CNCCSc2nnnn2C)cc(Br)c1OCc1ccc(F)cc1	-0.2	-1	111	107	106	101	108	86
CCc1ccc(C2CC(=O)NC(SCC(=O)OC(C)C)=C2C#N)cc1 (stereo not drawn)	-0.3	1	101	95	105	102	96	100
O=C(CC1NCCc2ccccc21)Nc1cccc(Cl)c1 (stereo not drawn)	0.2	9	98	100	92	98	103	98
CCN(C(=O)CSc1nnc(-c2c[nH]c3ccccc23)n1C1CC1)C1CCS(=O)(=O)C1 (stereo not drawn)	0.1	14	97	99	96	96	104	90

# (list continues)
canonical_smiles	Efflux pump mplx	AHR act	LAP4-GFP MLPCN	CIT2-GFP yeast	AGP1-GFP MLPCN	RPL19A-GFP yeast	MEP2 TOR yeast	Yeast superoxide
O=C1CCN(S(=O)(=O)c2ccc(Br)cc2)CCN1	0.0	1	104	105	105	96	102	94
Cc1ccc(/C=C/C(=O)N2CCN(Cc3ccccc3)CC2)o1	0.1	2	90	104	94	103	100	108
Cc1ccc(-n2cc(CNCCN3CCOC3=O)c(-c3cccc(C)c3)n2)cc1	-0.1	-1	95	102	101	103	108	108
O=c1cc(O)c(-c2ccccc2Cl)c(Cl)[nH]1	0.0	3	93	89	93	95	92	104
N=C1SCC(=O)N1c1ncc(Cc2ccc(F)cc2)s1	-0.1	3	135	116	91	114	110	116
CCCOc1ccc(C(C)(O)CN2CCOCC2)cc1 (stereo not drawn)	0.1	3	94	96	97	94	91	104
CCOC(=O)Nc1n[nH]c(NC(=O)OCC)c1[N+](=O)[O-]	0.0	1	98	103	110	106	109	94
N#CCCN/N=C(/Cc1nc2ccccc2[nH]1)c1cccc(Cl)c1	0.1	34	113	99	101	97	108	108
CC(C)C(NC(=O)c1ccccc1)C(=O)N/N=C\c1ccco1 (stereo not drawn)	0.0	-1	100	97	100	102	101	86
O=C1C(Cl)=C(N2CCCCC2)C(=O)N1c1ccccc1	0.0	-7	83	·	97	101	105	101
COc1ccc(-c2cc(C(=O)N3CCCC3)c3ccccc3n2)cc1OC	0.0	15	98	104	93	95	93	84
COc1cccc(-c2c(NC(=O)c3ccco3)n(-c3ccc(C)cc3)nc(C)c2=O)c1	0.2	1	101	102	105	99	108	109
Brc1ccccc1C1=Nn2c(nnc2-c2ccco2)SC1	0.0	2	109	112	116	95	89	103
COc1ccc(OC)c(NC(=O)CN(C)CCOc2ccc(Br)cc2)c1	0.1	-2	92	91	94	102	96	100
Cc1oc2c(c1C(=O)NCCO)CCCC2	0.0	0	92	97	112	102	101	100
O=C(COC(=O)CNC(=O)c1ccc(Cl)cc1Cl)NC1CC1	-0.1	0	94	94	96	92	94	95
CCCCCCCNC(=O)C1(CC2CC(c3cccc(Br)c3)=NO2)CCN(C(=O)CCCCCBr)CC1 (stereo not drawn)	0.1	7	101	103	105	106	106	103
CCC(C(=O)Nc1cc(C(=O)Nc2cc(C)ccn2)ccc1Cl)c1ccccc1 (stereo not drawn)	-0.1	8	102	88	94	100	105	122
O=S(=O)(c1ccccc1)[C@@]1(c2ccc(Br)cc2)C[C@@H]2ON=C(c3ccccc3)[C@@H]2C1	0.1	-3	121	99	90	101	97	104
CC1CC(C)(C)NC(=S)N1CCC(=O)N1CCc2ccccc2C1 (stereo not drawn)	0.0	2	104	110	110	97	97	111
